Cdc42 wt: changes GTP binding to wildtype human Cdc42; P60953; GST-Cdc42 beads, Bodipy-GTP binding, flow cytometry; actives lie on both sides; percent activity (GTP binding), % at 10 µM; actives 0.2% (n = 190,000);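 active means percent activity GTP binding at least 20 points away from the 100% baseline, either down as inhibitor or up as activator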;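 further: median bead fluorescence of bound Bodipy-FL-GTP at 100 nM; 0% = excess unlabeled GTP control and 100% = no compound control; below 100% means less GTP binding so inhibitor and above means activator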
Target sequence (P60953 whole entry, looked up): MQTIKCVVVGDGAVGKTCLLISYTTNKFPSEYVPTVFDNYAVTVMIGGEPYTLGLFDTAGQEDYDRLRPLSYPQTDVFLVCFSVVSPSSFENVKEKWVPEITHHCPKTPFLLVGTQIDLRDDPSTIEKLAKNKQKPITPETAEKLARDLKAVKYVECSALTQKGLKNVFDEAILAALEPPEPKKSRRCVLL
ABCB1 inh: blocks JC-1 efflux by human ABCB1 transporter; P08183; CCRF-Adr cells, flow cytometry; inhibition, % at 6.6 µM; actives 0.067% (n = 190,000); AID 1326; in the data active means inhibition above about 40%;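 further: 0% = vehicle and 100% = reference inhibitor; higher value means more JC-1 retained so stronger ABCB1 efflux block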
GSH bead fluor: GSH bead compound fluorescence profile; GSH beads flow cytometry, compound fluorescence 488/530 nm; hits give high values; AID 1776; fluorescence (KMESF) at 10 µM; actives 0.25% (n = 190,000); in the data active means fluorescence above about 89;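 further: glutathione beads carrying GST-tagged Bcl family fusion proteins plus one bare bead set; values are compound well signal with DMSO vehicle wells as background; inactives centre near 16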
HRas wt GTP: changes GTP binding to wildtype human HRas; actives 0.14% (n = 190,000); GTP binding activity, % at 10 µM; GST-Ras wt beads, Bodipy-FL-GTP binding, flow cytometry; actives lie on both sides;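 active means GTP binding activity at least 20% away from the 100% baseline, either lowered as inhibitor or raised as activator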;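 further: 0% = unlabeled GTP competition control and 100% = no-compound control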
Target sequence (P01112 whole entry, looked up): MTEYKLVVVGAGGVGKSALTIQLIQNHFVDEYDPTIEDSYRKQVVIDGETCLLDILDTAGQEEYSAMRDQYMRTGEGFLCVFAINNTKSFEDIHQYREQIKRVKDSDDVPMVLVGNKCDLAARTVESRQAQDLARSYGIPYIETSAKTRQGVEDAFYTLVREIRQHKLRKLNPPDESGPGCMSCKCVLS
Rab7 wt GTP bind: modulators of GTP binding to dog Rab7 wildtype GTPase; GST-Rab7 beads, fluorescent GTP binding, flow cytometry; actives lie on both sides; untreated = 100%, excess cold GTP = 0%; GTP binding activity (percent of control), % at 10 µM; actives 0.055% (n = 190,000); AID 758;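 active means fluorescent GTP binding to Rab7 beads changed by at least 20 points from the 100% baseline, either direction, mostly lower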;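 further: median green fluorescence of bound Bodipy-FL-GTP per Rab7 bead population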
ABCG2 block: blocks JC-1 efflux by human ABCG2 transporter; IgMXP3 cells, flow cytometry; Q9UNQ0; actives 0.1% (n = 190,000); inhibition, % at 6.6 µM;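 active means inhibition above 80%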;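 further: 0% = DMSO and 100% = nicardipine control wells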
Target sequence (Q9UNQ0 whole entry, looked up): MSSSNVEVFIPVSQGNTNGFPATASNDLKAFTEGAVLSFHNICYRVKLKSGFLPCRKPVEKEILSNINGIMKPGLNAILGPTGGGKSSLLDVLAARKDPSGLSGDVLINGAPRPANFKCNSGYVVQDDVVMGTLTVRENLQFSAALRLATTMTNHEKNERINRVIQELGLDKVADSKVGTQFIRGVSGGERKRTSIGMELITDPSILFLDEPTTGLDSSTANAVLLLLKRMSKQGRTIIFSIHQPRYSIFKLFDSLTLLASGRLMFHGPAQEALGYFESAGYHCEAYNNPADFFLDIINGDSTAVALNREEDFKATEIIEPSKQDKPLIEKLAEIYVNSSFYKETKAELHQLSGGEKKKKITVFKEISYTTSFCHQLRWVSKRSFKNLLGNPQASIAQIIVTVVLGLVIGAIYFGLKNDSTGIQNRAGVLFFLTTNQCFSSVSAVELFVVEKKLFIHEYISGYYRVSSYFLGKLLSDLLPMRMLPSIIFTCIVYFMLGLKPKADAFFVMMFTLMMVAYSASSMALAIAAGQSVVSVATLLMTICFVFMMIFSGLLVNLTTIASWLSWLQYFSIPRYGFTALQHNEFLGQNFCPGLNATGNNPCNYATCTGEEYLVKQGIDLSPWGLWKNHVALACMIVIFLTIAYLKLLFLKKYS
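Test system: IgMXP3 (ABCG2) plus far-red-tagged CCRF-Adr (ABCB1) cells. Reagent: JC-1 dye as substrate. Timing: 10 min exposure at 25 °C with rotation, no wash. Measured by: flow cytometric JC-1 green MFI at 530 nm. Read-out: percent efflux inhibition, scaled nicardipine 100% to DMSO 0%. Control set: nicardipine and DMSO wells.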
Avidin fluor: avidin bead compound fluorescence profile; Avidin beads, compound fluorescence 488/530 nm, flow cytometry; hits give high values; fluorescence (KMESF) at 10 µM; actives 0.38% (n = 220,000); AID 1775; in the data active means fluorescence above about 47; further: inactives centre near 10
Pf gametocyte: kills late stage P. falciparum gametocytes; P. falciparum stage V gametocytes, ATP luminescence, 24 h; inhibition, % at 10.9 µM; actives 0.065% (n = 150,000);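 active means inhibition above the mean plus 3 SD of compounds within the control limits, set per campaign, cut at about 38% in these data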;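 further: 0% = DMSO wells and 100% = medium only without gametocytes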
Rab2 wt GTP: changes GTP binding to wildtype dog Rab2A, up or down | GST-Rab2 wt beads, Bodipy-GTP binding, flow cytometry | actives 0.19% (n = 190,000) | P61105 | GTP binding activity, % at 10 µM;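 active means GTP binding activity at least 20 points away from 100%, either lowered or raised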;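 further: 0% = beads with excess unlabeled GTP and 100% = no-compound control corrected for plate trend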
Rac1 mut GTP: human Rac1 activated mutant GTP binding change; P63000; GST-Rac1 activated beads, fluorescent GTP binding, flow cytometry; actives lie on both sides; 100% means binding = to untreated wells; percent activity (GTP binding), % at 10 µM; actives 0.11% (n = 190,000);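 active means GTP binding at least 20 percentage points away from the 100% baseline, in either direction, so actives lie on both sides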
Rac1 wt modul: human Rac1 wildtype GTP binding, inhibitors and activators; GST-Rac1 beads, fluorescent GTP binding, flow cytometry; actives lie on both sides; 0 = cold GTP competed, 100 = untreated; GTP binding activity (% of control), % at 10 µM; actives 0.27% (n = 190,000); AID 757;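 active means GTP binding activity at least 20 points away from the 100% control level, either lower or higher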
Starred values were filed as active, the others as inactive; . = not tested or not shown.

1. Cc1ccc2c(Cl)cc(Cl)c(OCc3c(C)noc3C)c2n1
2. CC1=C(C(=O)N2CCc3ccccc32)C2(CCC(C)CC2)OC1=O (stereo not given)
3. COC(=O)Nc1nc2ccc(-c3n[nH]c(=O)c4ccccc34)cc2[nH]1
4. COc1cc(CNCc2ccccn2)ccc1OCc1ccc(Cl)c(Cl)c1
5. O=C(NC1CCCC1)c1noc2c1CCCCC2
6. CS(=O)(=O)N1CCN(C(=O)c2c(F)cccc2F)CC1
7. COc1ccc(C2NC(=O)NC(O)(C(F)(F)F)C2C(=O)c2ccc(F)cc2)cc1 (stereo not given)
8. O=C(NCc1ccc(Cl)cc1)c1ccc(Cl)cc1[N+](=O)[O-]
9. CC(=O)NCC(=O)N1CCCC(C(=O)c2ccc(-c3ccccc3)c(F)c2)C1 (stereo not given)
10. CCNC(=O)c1c(NC(=O)C2COc3ccccc3O2)sc2c1CCCC2 (stereo not given)

entry no.,1,2,3,4,5,6,7,8,9,10
Cdc42 wt,97.0,100.0,103.0,94.0,104.0,98.0,105.0,108.0,99.0,92.0
ABCB1 inh,0.5,-0.7,-0.3,2.9,0.3,-0.2,0.6,0.9,0.8,0.6
GSH bead fluor,13,15,17,19,10,28,32,11,15,22
HRas wt GTP,96.0,99.0,98.0,95.0,100.0,97.0,102.0,107.0,97.0,92.0
Rab7 wt GTP bind,95.0,99.0,97.0,97.0,103.0,95.0,101.0,105.0,101.0,91.0
ABCG2 block,3.4,14.4,-0.7,15.9,3.4,1.1,1.0,2.5,10.7,6.2
Avidin fluor,35,9,3,11,11,8,16,16,2,3
Pf gametocyte,10.2,.,.,.,.,-6.9,12.4,.,-6.1,.
Rab2 wt GTP,94.0,99.0,98.0,96.0,100.0,98.0,102.0,106.0,98.0,89.0
Rac1 mut GTP,96.0,100.0,98.0,95.0,100.0,96.0,103.0,101.0,96.0,90.0
Rac1 wt modul,94.0,98.0,106.0,98.0,106.0,96.0,107.0,109.0,101.0,91.0

11. Cc1ccc(Cn2ncc3c(N4CCN(C5CCCC5)CC4)ncnc32)cc1
12. CCCc1cc(C(=O)Nc2cccc(Cl)c2)no1
13. Cc1nc(Oc2ccccc2)c2ccccc2n1
14. O=C(CSc1ccc2ccccc2c1)NCCCN1CCCC1=O
15. O=C(NCCC1=CCCCC1)C1CCN(C(=O)Cc2ccccc2)CC1
16. CC(=O)Nc1nc(N)n(-c2ccccc2)n1
17. O=C(CSc1ncnc2c1nnn2Cc1ccc(F)cc1)NC1CCCCC1
18. COc1ccccc1-c1cc(C(=O)Nc2c(C)n(C)n(-c3ccccc3)c2=O)no1
19. O=C(NNC1=C(C(=O)C(F)(F)F)CCC1)c1ccccc1O
20. Cc1ccc(C)c(-n2cc[nH]c2=S)c1

entry no.,11,12,13,14,15,16,17,18,19,20
Cdc42 wt,95.0,106.0,98.0,93.0,96.0,97.0,95.0,104.0,96.0,102.0
ABCB1 inh,1.8,0.4,1.6,0.3,0.7,0.2,-0.3,1.2,-0.4,-0.1
GSH bead fluor,16,18,7,20,11,27,10,11,36,14
HRas wt GTP,95.0,102.0,98.0,92.0,99.0,98.0,97.0,105.0,96.0,98.0
Rab7 wt GTP bind,100.0,102.0,97.0,93.0,102.0,102.0,96.0,106.0,97.0,99.0
ABCG2 block,6.1,3.2,6.1,1.1,1.6,1.8,-1.6,6.8,46.8,-4.5
Avidin fluor,12,6,9,4,23,7,8,9,13,22
Pf gametocyte,-12.7,.,25.2,-1.1,2.9,.,-19.5,.,.,-1.8
Rab2 wt GTP,93.0,102.0,97.0,94.0,99.0,101.0,98.0,106.0,95.0,100.0
Rac1 mut GTP,94.0,101.0,99.0,96.0,98.0,97.0,97.0,100.0,95.0,99.0
Rac1 wt modul,98.0,107.0,97.0,97.0,98.0,100.0,99.0,109.0,97.0,102.0

21. O=C(Cc1ccc(Cl)cc1)Nc1ccc(C(=O)N2CCOCC2)cc1
22. CC(C)(C)OC(=O)N1CCN(C(=O)c2cccnc2Cl)CC1
23. CCOC(=O)C1CCN(C(c2cc3ccc(C)cc3[nH]c2=O)c2nnnn2C2CCCCC2)CC1 (stereo not given)
24. CCCC1=C(C(=O)OCC)C(c2ccccc2OCC)NC(=O)N1C (stereo not given)
25. O=C(Oc1ccccc1C(=O)Oc1ccccc1)c1ccco1
26. COc1ccc(NC(=O)CSc2nnc(Cc3cccn3C)n2CCc2ccccc2)cc1OC
27. COc1ccccc1CNC(=O)CSc1ccc(C)cc1
28. COC(=O)C1CCN(S(=O)(=O)c2ccc(OC)cc2)CC1
29. COc1ccc(N(C)S(=O)(=O)c2ccc3c(c2)oc(=O)n3C)cc1
30. CCc1ccc(/C=N/NC(=S)NCCc2ccccc2)cc1

entry no.,21,22,23,24,25,26,27,28,29,30
Cdc42 wt,100.0,99.0,98.0,98.0,100.0,101.0,99.0,103.0,107.0,99.0
ABCB1 inh,0.5,0.4,11.1,-1.0,0.0,2.5,0.8,-0.9,0.7,0.7
GSH bead fluor,11,20,26,30,10,27,17,48,49,20
HRas wt GTP,98.0,100.0,97.0,97.0,100.0,100.0,99.0,106.0,108.0,97.0
Rab7 wt GTP bind,98.0,108.0,98.0,98.0,96.0,98.0,98.0,104.0,107.0,96.0
ABCG2 block,0.3,0.9,9.1,3.1,0.3,41.0,4.3,0.1,3.7,3.6
Avidin fluor,21,9,11,14,12,30,23,11,5,13
Pf gametocyte,.,16.1,.,.,.,9.8,.,26.0,7.0,.
Rab2 wt GTP,98.0,103.0,99.0,100.0,98.0,100.0,100.0,102.0,110.0,96.0
Rac1 mut GTP,97.0,98.0,99.0,96.0,99.0,98.0,97.0,100.0,100.0,96.0
Rac1 wt modul,100.0,96.0,103.0,96.0,101.0,103.0,101.0,113.0,109.0,98.0

31. CCN(CC)C(=O)C1=C(C)Nc2nc3ccccc3n2C1c1cccc(OC)c1 (stereo not given)
32. COc1ccc(OC)c(/C=N/NC(=O)c2cc[n+](Cc3ccccc3)cc2)c1
33. CSc1ccc(Cl)c(C(=O)Nc2ccc(C)cn2)c1
34. O=C(Cn1c(C(F)(F)F)nc2ccccc21)c1ccc(F)cc1
35. c1ccc(-n2c(SCC3CCCCO3)nnc2-c2cccs2)cc1 (stereo not given)
36. S=C(NCc1ccccc1)NCC1COc2ccccc2O1 (stereo not given)
37. COC(=O)c1sc(S(=O)(=O)N2CCCCC2)c(C(=O)OC)c1C
38. O=C(O)C1CC=CCC1C(=O)NNc1c(Cl)cc(Cl)cc1Cl (stereo not given)
39. CCCCCCCOC(=O)C1=C(C)Nc2ncnn2C1c1cccs1 (stereo not given)
40. CCOC(=O)c1cnc2c(C)cccc2c1Nc1ccc(N2CCOCC2)cc1

entry no.,31,32,33,34,35,36,37,38,39,40
Cdc42 wt,105.0,107.0,95.0,99.0,95.0,98.0,94.0,98.0,103.0,101.0
ABCB1 inh,0.7,0.8,0.5,0.2,2.5,0.2,-0.2,1.6,0.7,6.2
GSH bead fluor,19,6,17,22,25,35,22,26,11,18
HRas wt GTP,105.0,103.0,94.0,98.0,100.0,101.0,95.0,100.0,102.0,102.0
Rab7 wt GTP bind,100.0,102.0,95.0,96.0,98.0,101.0,92.0,98.0,101.0,102.0
ABCG2 block,2.1,6.8,7.4,2.0,26.6,14.5,-1.4,6.0,7.2,29.4
Avidin fluor,7,13,9,5,34,11,17,10,9,15
Pf gametocyte,-0.1,-22.0,-24.6,6.6,.,-1.3,-20.1,3.2,.,.
Rab2 wt GTP,105.0,102.0,90.0,96.0,100.0,99.0,95.0,98.0,103.0,99.0
Rac1 mut GTP,102.0,101.0,94.0,98.0,96.0,98.0,96.0,96.0,100.0,101.0
Rac1 wt modul,105.0,108.0,98.0,98.0,101.0,104.0,92.0,100.0,107.0,102.0

41. COC(c1ccccc1)c1nnc(CCC(=O)NC2C3CC4CC(C3)CC2C4)o1 (stereo not given)
42. COc1ccc(C2=NN(C(=O)c3cccs3)C(c3ccc(OC)cc3)C2)cc1 (stereo not given)
43. CCn1c(SCC(=O)Nc2nc3ccc(OC)cc3s2)nnc1-c1ccoc1C
44. O=C(NCCCN1CCOCC1)c1ccc(CS(=O)(=O)c2ccc(Br)cc2)o1
45. CC12CN3CC(C)(CN(C1)C3c1ccc([N+](=O)[O-])o1)C2=O (stereo not given)
46. Cc1cc(-c2ccccc2)nn1-c1nc2c(c(=O)[nH]c(=O)n2C)n1C

entry no.,41,42,43,44,45,46
Cdc42 wt,96.0,97.0,97.0,98.0,99.0,100.0
ABCB1 inh,-1.9,1.7,0.3,0.2,0.3,0.1
GSH bead fluor,18,19,25,26,12,13
HRas wt GTP,94.0,100.0,97.0,96.0,97.0,98.0
Rab7 wt GTP bind,98.0,97.0,95.0,95.0,107.0,96.0
ABCG2 block,-4.5,4.4,1.1,0.7,0.7,2.4
Avidin fluor,10,15,5,7,12,36
Pf gametocyte,25.4,-9.2,.,.,.,-59.1
Rab2 wt GTP,99.0,98.0,95.0,98.0,102.0,96.0
Rac1 mut GTP,98.0,98.0,97.0,98.0,98.0,97.0
Rac1 wt modul,96.0,101.0,98.0,99.0,101.0,95.0

Sorted by count of non-hydrogen atoms (ascending): part of the list above
45. CC12CN3CC(C)(CN(C1)C3c1ccc([N+](=O)[O-])o1)C2=O (stereo not given)
38. O=C(O)C1CC=CCC1C(=O)NNc1c(Cl)cc(Cl)cc1Cl (stereo not given)
37. COC(=O)c1sc(S(=O)(=O)N2CCCCC2)c(C(=O)OC)c1C
46. Cc1cc(-c2ccccc2)nn1-c1nc2c(c(=O)[nH]c(=O)n2C)n1C
44. O=C(NCCCN1CCOCC1)c1ccc(CS(=O)(=O)c2ccc(Br)cc2)o1
43. CCn1c(SCC(=O)Nc2nc3ccc(OC)cc3s2)nnc1-c1ccoc1C

entry no.,45,38,37,46,44,43
Cdc42 wt,99.0,98.0,94.0,100.0,98.0,97.0
ABCB1 inh,0.3,1.6,-0.2,0.1,0.2,0.3
GSH bead fluor,12,26,22,13,26,25
HRas wt GTP,97.0,100.0,95.0,98.0,96.0,97.0
Rab7 wt GTP bind,107.0,98.0,92.0,96.0,95.0,95.0
ABCG2 block,0.7,6.0,-1.4,2.4,0.7,1.1
Avidin fluor,12,10,17,36,7,5
Pf gametocyte,.,3.2,-20.1,-59.1,.,.
Rab2 wt GTP,102.0,98.0,95.0,96.0,98.0,95.0
Rac1 mut GTP,98.0,96.0,96.0,97.0,98.0,97.0
Rac1 wt modul,101.0,100.0,92.0,95.0,99.0,98.0

Assay outcomes from PubChem BioAssay.
